# CHO-K1 Ca ag: nonselective activator or artifact in parental CHO-K1 cells. Fluo-8 calcium fluorescence; scaled to maximal ATP response, vehicle zero. activation, % at 3 µM. hit rate 0.48% among 360,000. AID 602248; in the data active = activation above about 15%;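 also: untransfected CHO-K1 host cells lacking M1 receptor as counterscreen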
# CHRM4 antagonist: antagonists of human muscarinic M4 receptor (CHRM4) | P08173 | CHO-hM4 cells, ACh EC80, Fluo-8 calcium fluorescence | inhibition, % at 3 µM | hit rate 0.73% among 360,000;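 active = inhibition above its plate's cutoff, the mean inhibition of sample wells plus 3 SD, cut at about 27% in these data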;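 also: 0% = acetylcholine EC80 with DMSO and 100% = DMSO without agonist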
# Target sequence (P08173 whole entry, looked up): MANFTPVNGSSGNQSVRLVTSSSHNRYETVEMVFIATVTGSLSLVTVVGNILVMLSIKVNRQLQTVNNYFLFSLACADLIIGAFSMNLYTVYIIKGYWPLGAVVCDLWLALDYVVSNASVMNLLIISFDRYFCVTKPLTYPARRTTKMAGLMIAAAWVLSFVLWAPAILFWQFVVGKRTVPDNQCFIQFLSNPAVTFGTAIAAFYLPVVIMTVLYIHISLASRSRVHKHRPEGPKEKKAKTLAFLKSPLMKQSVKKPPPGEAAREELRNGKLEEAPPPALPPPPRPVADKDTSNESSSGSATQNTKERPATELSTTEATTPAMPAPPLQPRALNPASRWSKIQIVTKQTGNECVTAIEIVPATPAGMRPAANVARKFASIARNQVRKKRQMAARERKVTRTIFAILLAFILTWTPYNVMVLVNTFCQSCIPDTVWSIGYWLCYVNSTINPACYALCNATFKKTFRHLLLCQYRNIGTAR
# CHO-K1 Ca antag: nonselective inhibitor or artifact in parental CHO-K1 cells; ATP-induced calcium, Fluo-8 fluorescence; hit rate 0.6% among 360,000; inhibition, % at 3 µM; AID 602250;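 active = inhibition above a per-plate cutoff, the plate's mean sample inhibition plus 3 SD, cut at about 24% in these data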;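 also: 0% = DMSO plus EC80 ATP and 100% = DMSO alone without ATP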
# M1 ag: activates human CHRM1 receptor; P11229; CHO-K1 hM1, Fluo-8 calcium fluorescence, agonist mode; 0% DMSO, 100% acetylcholine EC100; activation, % at 3 µM; hit rate 0.33% among 360,000; AID 588814;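 active = activation above the run's mean compound activation plus 3 SD, cut at about 16% in these data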;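 also: peak over basal fluorescence ratio within a 140 s kinetic read after compound addition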
# Target sequence (P11229 whole entry, looked up): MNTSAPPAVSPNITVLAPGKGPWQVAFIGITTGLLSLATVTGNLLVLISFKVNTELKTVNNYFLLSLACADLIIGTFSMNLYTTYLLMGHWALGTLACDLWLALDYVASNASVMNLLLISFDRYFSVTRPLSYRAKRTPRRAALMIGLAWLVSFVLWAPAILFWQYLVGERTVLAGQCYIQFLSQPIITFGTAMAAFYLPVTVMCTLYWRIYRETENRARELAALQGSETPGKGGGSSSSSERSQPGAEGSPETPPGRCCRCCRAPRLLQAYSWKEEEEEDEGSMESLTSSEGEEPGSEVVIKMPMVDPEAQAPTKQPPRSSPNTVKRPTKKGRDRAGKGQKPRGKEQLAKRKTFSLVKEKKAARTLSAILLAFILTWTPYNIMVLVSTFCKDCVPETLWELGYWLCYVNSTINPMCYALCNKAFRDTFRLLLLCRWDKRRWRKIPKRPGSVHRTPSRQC
# OXTR potentiator: potentiators of human oxytocin receptor; hit rate 0.061% among 320,000; P30559; activation, % at 3 µM; CHO-OTR cells, Fluo-8 calcium fluorescence, potentiator mode; 0% = oxytocin EC15, 100% = EC100;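 active = activation above that plate's cutoff, the mean activation of tested compounds plus 3 SD, cut at about 6.6% in these data, passing the limit was not always enough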;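 also: 100% uses oxytocin at 75 nM as the full agonist control; some results filed as inactive read as strong as hits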
#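 assay system = CHO-OTR cells, human receptor | schedule = compound 6 min at room temperature before oxytocin, 100 s read | detection = Fluo-8 intracellular calcium fluorescence, ex 470-495, em 515-575 nm | evaluation = normalized max/min fluorescence ratio, % activation | control set = EC15 oxytocin alone as 0%, 75 nM oxytocin (EC100) as 100%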
# M1 antag: blocks human M1 muscarinic receptor; CHO-K1 hM1, Fluo-8 calcium fluorescence, ACh EC80 antagonist; inhibition, % at 3 µM; hit rate 1.3% among 360,000;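 active = percent inhibition above its own plate's cutoff, namely the mean of that plate's compound wells plus 3 SD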;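 also: peak over basal fluorescence ratio during 140 s after agonist addition; 0% = ACh EC80 plus DMSO and 100% = DMSO alone without agonist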
# M1 PAM: human CHRM1 positive allosteric modulation; P11229; CHO-K1 hM1, Fluo-8 calcium fluorescence, ACh EC20; 0% = ACh EC20, 100% = maximal ACh; activation, % at 3 µM; hit rate 0.088% among 360,000; AID 588819; in the data active = activation above about 19%, passing the limit was not always enough
# CHO parental Ca: counter-screen for OX1R antagonists: effect in parental CHO cells. hit rate 0.63% among 330,000. inhibition, % at 5.6 µM. parental CHO-K1, ATP-induced calcium, Fluo-8 fluorescence;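 active = inhibition above that plate's mean sample inhibition plus 3 SD, cut at about 26% in these data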;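 also: 0% = ATP-challenged DMSO wells and 100% = DMSO wells without ATP; some compounds past the cut are filed as inactive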
#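 material = parental CHO cells | also added = ATP as calcium-mobilizing challenge | dosing = single point at 5.6 µM | detection = intracellular calcium via Fluo-8 no-wash fluorescent dye | read-out = % inhibition | benchmarks = low control ATP plus DMSO, high control DMSO only | repeats = one well per compound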
# M4 ag: agonists of human muscarinic M4 receptor (CHRM4). P08173. CHO-K1 hM4/Gqi5, Fluo-8 calcium fluorescence; vehicle 0%, full acetylcholine response 100%. activation, % at 3 µM. hit rate 0.14% among 360,000;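 active = activation above the run mean over all test wells plus 3 SD, cut at about 32% in these data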;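 also: peak over basal fluorescence ratio per well then scaled between controls; 0% = DMSO wells and 100% = acetylcholine at EC100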
# The depositor's hits bear a star; / = no result given.
[1] O=C(Nc1cccc(-c2nn[nH]n2)c1)c1cccs1
[2] CCCN(CCC)c1nc(N)nc(-c2cc(Cl)ccc2OC)n1
[3] O=c1cnnc(Nc2ccc(F)cc2)[nH]1
[4] O=C(CSc1nc2ccccc2c(=O)n1Cc1ccco1)N1CCN(c2ccccc2)CC1
[5] COc1ccccc1-c1nnc(SCC(=O)N2CCOCC2)n1-c1ccccc1
[6] C=C1c2cccc(OC)c2O[C@H](C(=O)OCC)[C@@H]1CCCCCC
[7] Cc1c(CCC(=O)N[C@@H](C)C(=O)O)c(=O)oc2cc3oc4c(c3cc12)CCCC4
[8] COc1ccc(N2CCN(C(=O)NCc3cccc(OC)c3)CC2)cc1

Assay by compound | 1 | 2 | 3 | 4 | 5 | 6 | 7 | 8
CHO-K1 Ca ag | 0.6 | 0.4 | -0.2 | 0.1 | 0.4 | 0.1 | -0.3 | 2.3
CHRM4 antagonist | -2.9 | -5.3 | -7.8 | -1.7 | -9.7 | -11.1 | -0.8 | 3.0
CHO-K1 Ca antag | -6.5 | -0.5 | 7.6 | -11.8 | -16.1 | -15.8 | -8.0 | -6.8
M1 ag | -0.8 | -3.3 | -0.7 | -5.2 | -4.0 | -3.0 | 2.3 | -0.6
OXTR potentiator | -0.5 | 0.8 | -7.8 | -10.6 | -2.7 | / | -14.5 | -6.2
M1 antag | -7.7 | 3.2 | 0.5 | 1.4 | -22.8 | -0.2 | -17.6 | -7.3
M1 PAM | 6.1 | -3.1 | 1.0 | 3.1 | 4.5 | 5.6 | 19.0 | 2.8
CHO parental Ca | -6.5 | -26.8 | 17.7 | -15.3 | -4.5 | -31.5 | 2.2 | -6.2
M4 ag | 0.5 | -1.0 | 0.0 | -2.3 | 0.9 | -0.6 | -0.4 | 3.3

[9] Cc1cccc(NC(=S)NCCC(C)C)c1
[10] Cc1ccc(Cl)cc1NS(=O)(=O)N1CCOCC1
[11] O=C(NCCN1CCC(n2c(=O)[nH]c3ccccc32)CC1)c1cccnc1
[12] COc1ccc(NS(=O)(=O)c2cc(NC(=O)C3CC3)ccc2N2CCOCC2)cc1
[13] O=S(=O)(/N=C(/Nc1cccc2ccccc12)c1ccccc1)c1cccs1
[14] Cc1cnc(CN2CCCC(C(=O)c3ccc4c5c(cccc35)CC4)C2)[nH]1 (stereo not given)
[15] COC1OC2COC(c3ccccc3)OC2C(O)C1NC(=O)c1ccccc1 (stereo not given)
[16] CCOC(=O)N1CCN(S(=O)(=O)N2CCCC(C(=O)NCc3ccc(OC)cc3OC)C2)CC1 (stereo not given)

Assay by compound | 9 | 10 | 11 | 12 | 13 | 14 | 15 | 16
CHO-K1 Ca ag | 1.5 | 0.6 | 1.1 | 1.1 | 1.1 | 1.0 | -0.2 | 1.1
CHRM4 antagonist | -1.4 | -7.4 | 4.7 | 5.1 | 2.6 | 0.7 | 5.4 | 4.2
CHO-K1 Ca antag | -2.6 | -1.5 | -11.8 | -12.2 | -11.7 | -16.4 | -3.7 | -4.7
M1 ag | -5.9 | -0.8 | / | -6.1 | -3.5 | -14.9 | -3.1 | -2.0
OXTR potentiator | -0.4 | -3.4 | / | -1.8 | -1.8 | -13.3 | / | 2.6
M1 antag | -3.1 | -0.3 | / | 0.2 | 0.5 | 0.2 | -8.1 | 2.1
M1 PAM | 3.8 | 6.5 | / | 7.6 | 4.4 | 4.4 | 2.7 | 1.4
CHO parental Ca | -6.5 | -4.6 | / | -2.4 | -25.1 | -14.7 | / | -26.1
M4 ag | 2.0 | 0.9 | 0.6 | 1.9 | -1.2 | 1.3 | 0.4 | 3.7

[17] C=C[C@H]1C(O[C@@H]2O[C@H](CO)[C@@H](O)[C@H](O)[C@H]2O)OC=C2C(=O)N3CCc4cc(OC)c(O)cc4[C@H]3C[C@H]21 (stereo not given in full)
[18] Cc1cc(C)n2nc(C(=O)N/N=C/C=C/c3ccccc3)nc2n1
[19] CCCCCCSc1ccc(-c2nc3ccc(C)cn3c2NC2CCCCC2)cc1
[20] CCc1[nH]nc(C(=O)N2CCCC(C(=O)c3cccc(C(F)(F)F)c3)C2)c1C (stereo not given)
[21] CC(O)c1cc2c(s1)c1cnn(Cc3ccccc3F)c(=O)c1n2C (stereo not given)
[22] COC(=O)CCS(=O)(=O)c1ccc(NC(C)=O)cc1
[23] N#Cc1nc(COc2ccccc2)oc1N1CCOCC1
[24] Cc1cc(C)nc(NS(=O)(=O)c2ccc(NC(=S)NC(=O)C3CCCC3)cc2)n1

Assay by compound | 17 | 18 | 19 | 20 | 21 | 22 | 23 | 24
CHO-K1 Ca ag | -0.1 | 1.1 | -0.2 | 15.5* | 0.3 | 0.0 | 0.1 | 0.2
CHRM4 antagonist | -16.1 | -4.4 | -14.5 | -7.3 | -9.5 | -0.5 | -6.6 | -13.6
CHO-K1 Ca antag | 16.1 | -10.4 | -6.9 | -10.5 | -2.8 | 4.6 | 1.5 | -11.8
M1 ag | 5.1 | -0.7 | -0.2 | 1.2 | -2.5 | -0.9 | -5.0 | -5.0
OXTR potentiator | -8.0 | 3.4 | -0.9 | -11.2 | 2.4 | -2.6 | -4.7 | -4.1
M1 antag | 4.7 | -6.1 | -16.8 | 2.2 | -8.3 | -21.4 | 1.1 | -3.1
M1 PAM | 10.8 | 4.0 | 8.5 | -7.6 | 9.6 | -2.5 | 3.6 | 4.2
CHO parental Ca | -1.3 | -23.8 | -14.6 | -0.8 | -22.3 | 7.2 | -12.8 | -12.0
M4 ag | 1.0 | 2.2 | 1.3 | 10.3 | 1.6 | 0.6 | 1.3 | -0.1

[25] COC(=O)/C(=C\C(=O)c1ccccc1)Nc1ccc(OC)cc1
[26] Cc1c(OCC(=O)C(C)(C)C)ccc2c3c(c(=O)oc12)CCCC3
[27] COc1ccccc1NC(=O)/C(=C/c1cccs1)NC(=O)c1ccco1
[28] CCCCOc1ccc(NC(=O)CSc2cccc3cccnc23)cc1

Assay by compound | 25 | 26 | 27 | 28
CHO-K1 Ca ag | 1.0 | 1.9 | 1.1 | 0.7
CHRM4 antagonist | -1.0 | -5.1 | 8.9 | -0.6
CHO-K1 Ca antag | 9.2 | -10.0 | -8.2 | -6.2
M1 ag | -5.0 | -1.1 | -2.0 | -8.9
OXTR potentiator | 3.1 | -5.0 | -0.8 | -1.3
M1 antag | -10.0 | -18.2 | -10.2 | -7.9
M1 PAM | 9.6 | 19.3 | 6.3 | 6.3
CHO parental Ca | -6.9 | -12.0 | -17.1 | -2.1
M4 ag | 0.9 | 0.7 | 2.1 | -0.4

# Ordered by length of the SMILES (descending): some entries from above
[17] C=C[C@H]1C(O[C@@H]2O[C@H](CO)[C@@H](O)[C@H](O)[C@H]2O)OC=C2C(=O)N3CCc4cc(OC)c(O)cc4[C@H]3C[C@H]21 (stereo not given in full)
[16] CCOC(=O)N1CCN(S(=O)(=O)N2CCCC(C(=O)NCc3ccc(OC)cc3OC)C2)CC1 (stereo not given)
[24] Cc1cc(C)nc(NS(=O)(=O)c2ccc(NC(=S)NC(=O)C3CCCC3)cc2)n1
[26] Cc1c(OCC(=O)C(C)(C)C)ccc2c3c(c(=O)oc12)CCCC3
[19] CCCCCCSc1ccc(-c2nc3ccc(C)cn3c2NC2CCCCC2)cc1
[21] CC(O)c1cc2c(s1)c1cnn(Cc3ccccc3F)c(=O)c1n2C (stereo not given)
[25] COC(=O)/C(=C\C(=O)c1ccccc1)Nc1ccc(OC)cc1
[28] CCCCOc1ccc(NC(=O)CSc2cccc3cccnc23)cc1
[22] COC(=O)CCS(=O)(=O)c1ccc(NC(C)=O)cc1
[23] N#Cc1nc(COc2ccccc2)oc1N1CCOCC1

Assay by compound | 17 | 16 | 24 | 26 | 19 | 21 | 25 | 28 | 22 | 23
CHO-K1 Ca ag | -0.1 | 1.1 | 0.2 | 1.9 | -0.2 | 0.3 | 1.0 | 0.7 | 0.0 | 0.1
CHRM4 antagonist | -16.1 | 4.2 | -13.6 | -5.1 | -14.5 | -9.5 | -1.0 | -0.6 | -0.5 | -6.6
CHO-K1 Ca antag | 16.1 | -4.7 | -11.8 | -10.0 | -6.9 | -2.8 | 9.2 | -6.2 | 4.6 | 1.5
M1 ag | 5.1 | -2.0 | -5.0 | -1.1 | -0.2 | -2.5 | -5.0 | -8.9 | -0.9 | -5.0
OXTR potentiator | -8.0 | 2.6 | -4.1 | -5.0 | -0.9 | 2.4 | 3.1 | -1.3 | -2.6 | -4.7
M1 antag | 4.7 | 2.1 | -3.1 | -18.2 | -16.8 | -8.3 | -10.0 | -7.9 | -21.4 | 1.1
M1 PAM | 10.8 | 1.4 | 4.2 | 19.3 | 8.5 | 9.6 | 9.6 | 6.3 | -2.5 | 3.6
CHO parental Ca | -1.3 | -26.1 | -12.0 | -12.0 | -14.6 | -22.3 | -6.9 | -2.1 | 7.2 | -12.8
M4 ag | 1.0 | 3.7 | -0.1 | 0.7 | 1.3 | 1.6 | 0.9 | -0.4 | 0.6 | 1.3

# Reformatted with values under each structure: entries from further up
# The line under a structure holds: CHO-K1 Ca ag	CHRM4 antagonist	CHO-K1 Ca antag	M1 ag	OXTR potentiator	M1 antag	M1 PAM	CHO parental Ca	M4 ag
[22] COC(=O)CCS(=O)(=O)c1ccc(NC(C)=O)cc1
  0.0	-0.5	4.6	-0.9	-2.6	-21.4	-2.5	7.2	0.6
[23] N#Cc1nc(COc2ccccc2)oc1N1CCOCC1
  0.1	-6.6	1.5	-5.0	-4.7	1.1	3.6	-12.8	1.3

# Bioassay records (PubChem)
